Bioassay records as filed in PubChem BioAssay.
MT1-MMP act inh: blocks activation of human MT1-MMP | GFP/RFP ratio change, % at 20 µM | HT1080 RFP-PRO-GFP cells, GFP/RFP ratio fluorescence, overnight; percent of plate control window, DMSO zero | AID 651647 | 360,000 tested, 0.061% active | P50281;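 active means GFP/RFP ratio change of at least 30% with cell ATP level not reduced by more than half and red fluorescence within 50% of control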; further: strong numbers were not always called active
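Read-out: GFP/RFP fluorescence ratio; Test system: RFP-PRO-GFP reporter HT1080 cells; Compound dosing: single-point 20 µM compound, 1% DMSO; Times: overnight compound exposure at 37 °C.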
Neddyl block: blocks human cullin neddylation; P61081+Q13564; calls only at 25 µM; TR-FRET cullin neddylation, biochemical; 360,000 tested, 0.58% active; in the data active means inhibition above about 36%
Target sequence (P61081 whole entry, looked up): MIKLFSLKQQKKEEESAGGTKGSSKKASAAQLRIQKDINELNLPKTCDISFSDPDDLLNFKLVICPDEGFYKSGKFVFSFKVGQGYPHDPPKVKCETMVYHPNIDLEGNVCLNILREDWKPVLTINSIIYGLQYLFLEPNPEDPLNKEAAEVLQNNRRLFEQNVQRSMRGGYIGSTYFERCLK
Target sequence (Q13564 whole entry, looked up): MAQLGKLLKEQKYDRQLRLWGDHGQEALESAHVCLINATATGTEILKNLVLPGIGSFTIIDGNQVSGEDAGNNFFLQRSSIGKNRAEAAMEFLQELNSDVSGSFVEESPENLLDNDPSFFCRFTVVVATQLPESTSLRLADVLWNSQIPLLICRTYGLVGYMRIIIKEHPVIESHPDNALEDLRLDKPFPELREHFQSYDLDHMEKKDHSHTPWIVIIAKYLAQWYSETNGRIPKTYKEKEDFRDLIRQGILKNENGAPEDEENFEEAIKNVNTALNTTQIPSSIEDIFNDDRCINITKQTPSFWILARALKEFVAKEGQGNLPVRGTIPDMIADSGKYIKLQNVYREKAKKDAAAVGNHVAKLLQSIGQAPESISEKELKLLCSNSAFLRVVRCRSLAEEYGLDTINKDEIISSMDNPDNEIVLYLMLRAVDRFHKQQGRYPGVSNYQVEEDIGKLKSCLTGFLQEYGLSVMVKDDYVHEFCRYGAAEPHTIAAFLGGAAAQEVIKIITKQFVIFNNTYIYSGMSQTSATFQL
MLLE-PAM2 inh: blocks PAM2 peptide binding to the PABP1 MLLE domain | P11940 | GST-MLLE / FITC-PAM2 fluorescence polarization | inhibition, % at 20 µM | 360,000 tested, 0.36% active | AID 588489; in the data active means inhibition above about 35%, passing the limit was not always enough;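 further: plate controls were DMSO wells with GST-MLLE for no effect and wells lacking GST-MLLE protein for full effect; some results filed as inactive read as strong as hits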
FAS-TE inh: blocks the thioesterase domain of human fatty acid synthase; P49327; recombinant FAS-TE, OMFH fluorogenic substrate, fluorescence endpoint; inhibition, % at 15 µM; 360,000 tested, 0.67% active; AID 602261;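 active means compounds whose normalised, plate-corrected inhibition of enzyme fluorescence in the single-dose primary screen is 50% or more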;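 further: 0% = DMSO with enzyme and 100% = substrate without enzyme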
MsrA act: bovine methionine sulfoxide reductase A activation; purified bovine MsrA, absorbance read-out; activation, % at 10.6 µM; 360,000 tested, 0.3% active; in the data active means activation above about 7.5%;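 further: 0% = vehicle and 100% = reference activator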
NRP1-CendR mod: alters CendR peptide binding to human NRP-1; AID 602438; O14786; inhibition, % at 25 µM; 360,000 tested, 0.85% active; FAM-RPARPAR peptide binding to NRP-1, fluorescence polarization;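 active means inhibition or corrected inhibition above about 18%, plus a signal ratio from 0.5 to 1.5, limit read from the data, passing the limit was not always enough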; further: strong numbers were not always called active
SKN-1 block: C. elegans SKN-1 inhibition. C. elegans VP596 Pgst-4::GFP/RFP ratio, acrylamide-induced, 24 h. inhibition, % at 21.8 µM. 360,000 tested, 0.49% active. AID 624304;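 active means interference check ratio from 0.5 to 1.5 plus GFP to RFP signal ratio inhibition reaching or exceeding a fixed threshold, cut at about 30% in these data, passing the limit was not always enough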; further: some compounds called inactive have numbers as strong as hits
E coli Lon inh: inhibits E. coli Lon protease; 360,000 tested, 0.42% active; purified E. coli Lon protease, fluorescence polarization; inhibition, % at 7.94 µM; AID 602123; P0A9M0; in the data active means inhibition above about 13%, passing the limit was not always enough;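 further: 0% = enzyme with probe and DMSO and 100% = no enzyme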
Rin1 Abl inh: human Rin1-Abl interaction inhibition. P00519+Q13671. TR-FRET Rin1/Abl binding, biochemical. inhibition, % at 7.35 µM. 360,000 tested, 0.4% active; in the data active means inhibition above about 5%, passing the limit was not always enough
Numbers without * were called inactive; i = inactive; . = no result given; + = active, no number.

1. CCCC1=C(C(=O)OCC)C(c2cc(Cl)cc(OC)c2OCc2ccccc2)NC(=O)N1 (centres undefined)
2. CCN(CC)CCCNC(=S)N(Cc1cccnc1)Cc1cc2cc(C)cc(C)c2[nH]c1=O
3. CC(C)(C)NC(=O)COC(=O)c1ccc(O)cc1
4. CCOC(=O)C/C(C)=N/NC(=O)Nc1ccccc1
5. NCc1ccccc1COc1ccccc1
6. CCc1cc(=O)n2[nH]c(C)c(-c3ccc(OC)cc3)c2n1
7. CCOC(=O)C1(CCc2ccccc2)CCN(C(=O)CCc2cnn(C)c2)CC1
8. CC(C)(C)c1cc(C(=O)O)n(Cc2ccc(Cl)cc2Cl)n1

assay / compound,1,2,3,4,5,6,7,8
MT1-MMP act inh,-4,-7,0,-4,1,-3,-3,-2
Neddyl block,i,i,i,i,i,i,i,i
MLLE-PAM2 inh,0,-92,3,8,2,1,6,6
FAS-TE inh,16,-5,-5,-17,-9,-3,1,-1
MsrA act,0,-1,-2,-4,-9,-2,-7,-1
NRP1-CendR mod,-1,14,0,1,-2,14,2,-7
SKN-1 block,20,6,15,2,-10,18,5,4
E coli Lon inh,4,-8,-5,-2,6,-2,-5,-1
Rin1 Abl inh,0,-2,2,-6,0,-2,6,0

9. CCOc1nnc(C)c2c(C)n(-c3cccc(Cl)c3)nc12
10. O=C(c1cc([N+](=O)[O-])ccc1N1CCCCC1)N1CCCC1
11. COCCn1c(C)cc(C(=O)COC(=O)c2ccc(-n3nc(C)cc3C)cc2)c1C
12. O=C(O)CCCCCN1C(=O)/C(=C/c2ccncc2)SC1=S
13. O=C(CCCCn1ccc(=O)[nH]c1=O)Nc1ccc(O)c(C(=O)O)c1
14. CCC(=O)n1nc(-c2ccc(OC)cc2)nc1N
15. NC(Cc1ccccc1)c1csc(Nc2cc(Oc3ccccc3)ncn2)n1 (centres undefined)
16. Cc1cc(=O)oc2cc(OC(=O)c3cncc(Br)c3)ccc12

assay / compound,9,10,11,12,13,14,15,16
MT1-MMP act inh,-19,1,3,1,2,0,-6,-3
Neddyl block,i,i,i,i,+,i,i,.
MLLE-PAM2 inh,-48,-4,3,38,-3,-2,-2,3
FAS-TE inh,-38,-15,-4,-9,-5,-9,-12,16
MsrA act,0,-7,-1,-3,-2,-3,-1,-5
NRP1-CendR mod,-103,8,1,-16,8,-2,-10,12
SKN-1 block,1,6,14,11,6,8,2,-3
E coli Lon inh,-40,-4,-8,3,-5,-9,-2,1
Rin1 Abl inh,1,0,0,2,6,0,1,0

17. Cc1ccccc1NC(=O)c1ccc(C)c(S(=O)(=O)NCc2cccnc2)c1
18. O=C(Cc1ccc(Nc2nc3ccc(Br)cc3[nH]2)cc1)NCCc1cccs1
19. CCCCNS(=O)(=O)c1ccc(NC(=O)c2c(-c3ccccc3Cl)noc2C)cc1
20. COc1ccccc1CNC(=O)C(=O)NCC1OCCN1C(=O)c1ccc(Cl)cc1 (centres undefined)
21. COC(=O)c1c(NC(=O)c2cccs2)sc2c1CCC(C)C2 (centres undefined)
22. CN(Cc1ccccc1)C(=O)c1cc(S(=O)(=O)N2CCOCC2)cn1C
23. O=C1C=C(c2cccc(Cl)c2O)C[C@@H](c2ccc(Cl)cc2)C1
24. Nc1nc2c(-c3ccc(Br)cc3)nnn2c2ccccc12

assay / compound,17,18,19,20,21,22,23,24
MT1-MMP act inh,-1,7,7,3,-2,-2,-4,-2
Neddyl block,i,i,i,i,.,i,i,i
MLLE-PAM2 inh,-10,3,-4,-10,4,7,-13,8
FAS-TE inh,-7,-22,9,-2,16,-2,22,-9
MsrA act,-6,1,-2,-6,8.3*,-3,-5,0
NRP1-CendR mod,5,-5,-10,5,6,4,-10,-2
SKN-1 block,4,0,2,1,-2,9,-3,3
E coli Lon inh,-4,-8,2,7,-7,-13,-15,0
Rin1 Abl inh,3,2,3,-1,1,-3,8,1

25. COc1cc(OC)c(OC)cc1C#N
26. C/C=C/c1ccc(OCCN2CCc3ccccc3C2)c(OC)c1
27. COc1cc(-c2nnc(SC/C=C/c3ccccc3)n2N)cc(OC)c1OC
28. COc1ccc(Cl)cc1NC(=O)CCNC(=O)Cn1ccc2ccccc2c1=O
29. CN/C(=C\[N+](=O)[O-])NCCSCc1csc(CN(C)C)n1
30. O=C(NC1CCCCC1)NC1C2CC3CC(C2)CC1C3 (centres undefined)
31. Clc1ccc(OCc2cn3cccnc3n2)c2ncccc12
32. CSCCC(Nc1ccc(S(=O)(=O)N2CCOCC2)cc1[N+](=O)[O-])C(=O)OCC(=O)N(C(C)C)C(C)C (centres undefined)

assay / compound,25,26,27,28,29,30,31,32
MT1-MMP act inh,-1,6,2,2,-2,2,7,5
Neddyl block,i,i,i,i,i,i,i,i
MLLE-PAM2 inh,-2,-4,-63,-3,7,8,7,9
FAS-TE inh,-1,18,-5,-3,-1,0,-6,18
MsrA act,1,0,-2,-3,0,-2,-2,-6
NRP1-CendR mod,10,-4,-2,-1,4,1,-16,11
SKN-1 block,-4,-10,6,6,4,-13,24,10
E coli Lon inh,0,-3,-5,5,-14,-13,-4,2
Rin1 Abl inh,1,2,-3,-6,-1,1,-3,-1

33. CC(C)(C)NC(=O)CSc1nc(-c2ccccc2)cc(=O)[nH]1
34. Cc1cc(CNC(=O)CCc2nnc(CCCCc3ccccc3)o2)nn1C
35. O=C(CSc1ccccn1)C12CC3CC(CC(C3)C1)C2
36. O=C(OCC(=O)N1CCN(C(=O)COC(=O)c2ccccc2NCCO)CC1)c1ccccc1NCCO
37. C[C@@H]1CN([C@H](C)CO)C(=O)c2c(c3ccccc3n2C)-c2ccccc2CO[C@H]1CN(C)Cc1ccc(-c2ccccc2)cc1
38. C/C(O)=C(/C#N)c1nc2ccccc2[nH]1
39. COc1ccc(C(=O)C(=NN)c2ccccc2)cc1
40. COc1ccc(S(=O)(=O)N2CCN(C(=O)CC3CC4CCC3C4)CC2)cc1 (centres undefined)

assay / compound,33,34,35,36,37,38,39,40
MT1-MMP act inh,-1,5,0,-3,-8,0,-1,0
Neddyl block,i,i,i,.,i,i,i,i
MLLE-PAM2 inh,1,-2,1,-11,-20,-4,3,-2
FAS-TE inh,-2,-2,19,-5,15,-6,0,8
MsrA act,-2,-8,-4,-2,-1,-10,0,-4
NRP1-CendR mod,2,0,0,4,-2,9,-6,-12
SKN-1 block,-5,3,10,12,7,-10,4,-3
E coli Lon inh,-2,-8,3,-13,-1,-13,-7,0
Rin1 Abl inh,6,-3,-4,2,1,-2,-6,1

41. Cc1sc(NC(=O)/C=C/c2ccco2)c(C(=O)O)c1C
42. CCOC(=O)c1ccc(N2CSC3=C(C#N)C(c4cccs4)CC(=O)N3C2)cc1 (centres undefined)
43. O=C(NCCN1CCOCC1)c1cc2cc(Br)ccc2oc1=O
44. COc1ccc(CCNc2ccc(C(CC(N)=O)NC(=O)Cc3ccc(Br)cc3)cc2[N+](=O)[O-])cc1 (centres undefined)
45. COC(=O)c1cc(C(=O)OCC(=O)Nc2ccc(N3CCOCC3)cc2)cc([N+](=O)[O-])c1
46. CC(C)c1ccc2[nH]c3c(c2c1)[C@@H]1CCN2C(=O)CCC[C@H](C3)[C@H]12
47. COc1ccc(-c2noc(-c3ccccc3-c3ccccc3)n2)cc1
48. O=C(CN1CCN(S(=O)(=O)/C=C/c2ccccc2)CC1)NCC(F)(F)F

assay / compound,41,42,43,44,45,46,47,48
MT1-MMP act inh,-2,-6,5,14,1,-1,1,-1
Neddyl block,i,i,i,i,i,i,i,i
MLLE-PAM2 inh,-2,-36,13,-42,3,2,3,3
FAS-TE inh,-4,9,-2,-2,-3,-2,22,-5
MsrA act,-7,1,0,-4,-1,1,-2,-3
NRP1-CendR mod,-2,-6,7,-70,5,9,-5,-7
SKN-1 block,-4,8,22,13,-7,-8,1,0
E coli Lon inh,1,-12,5,-3,-10,-5,2,-3
Rin1 Abl inh,1,-10,-1,-1,-1,3,-3,-1

49. CC(C)(C)c1cc(NC(=O)Nc2ccc(Br)cc2Cl)no1
50. O=C(Nc1cccc(-c2nc3ccccc3[nH]2)c1)c1cccc(NC(=O)c2ccco2)c1
51. Cc1ccc2ncccc2c1NC(=S)NC(=O)c1ccccc1
52. COC(=O)c1nn(-c2ccccc2)c(-c2ccccc2)c1C(=O)c1ccccc1
53. COc1ccc(-n2c(SCC(=O)Nc3cc(C)on3)nc3c([nH]c4ccccc43)c2=O)cc1OC
54. COc1ccc(C2Oc3ccccc3C3=C2C(c2cccs2)n2ncnc2N3)cc1 (centres undefined)
55. COc1ccccc1-n1cc(-c2ccc(C)cc2)[nH]c1=S
56. CC(=O)c1cc(CN2CCCCC2)cc(OC(C)C)c1

assay / compound,49,50,51,52,53,54,55,56
MT1-MMP act inh,-4,-1,3,-11,0,-41,-2,3
Neddyl block,i,.,i,i,i,i,i,i
MLLE-PAM2 inh,-1,3,42*,8,5,-11,19,-5
FAS-TE inh,23,1,-1,19,0,40,4,-12
MsrA act,-2,-1,-5,-3,-1,-2,-1,-3
NRP1-CendR mod,-18,-13,-6,0,-7,-3,10,-4
SKN-1 block,9,4,-5,-9,21,28,24,4
E coli Lon inh,13,3,-8,-12,12,1,-1,-8
Rin1 Abl inh,-3,0,0,0,-2,2,-2,4

Ordered by count of non-hydrogen atoms (ascending): 9 of the compounds above
56. CC(=O)c1cc(CN2CCCCC2)cc(OC(C)C)c1
55. COc1ccccc1-n1cc(-c2ccc(C)cc2)[nH]c1=S
51. Cc1ccc2ncccc2c1NC(=S)NC(=O)c1ccccc1
46. CC(C)c1ccc2[nH]c3c(c2c1)[C@@H]1CCN2C(=O)CCC[C@H](C3)[C@H]12
47. COc1ccc(-c2noc(-c3ccccc3-c3ccccc3)n2)cc1
52. COC(=O)c1nn(-c2ccccc2)c(-c2ccccc2)c1C(=O)c1ccccc1
54. COc1ccc(C2Oc3ccccc3C3=C2C(c2cccs2)n2ncnc2N3)cc1 (centres undefined)
50. O=C(Nc1cccc(-c2nc3ccccc3[nH]2)c1)c1cccc(NC(=O)c2ccco2)c1
53. COc1ccc(-n2c(SCC(=O)Nc3cc(C)on3)nc3c([nH]c4ccccc43)c2=O)cc1OC

assay / compound,56,55,51,46,47,52,54,50,53
MT1-MMP act inh,3,-2,3,-1,1,-11,-41,-1,0
Neddyl block,i,i,i,i,i,i,i,.,i
MLLE-PAM2 inh,-5,19,42*,2,3,8,-11,3,5
FAS-TE inh,-12,4,-1,-2,22,19,40,1,0
MsrA act,-3,-1,-5,1,-2,-3,-2,-1,-1
NRP1-CendR mod,-4,10,-6,9,-5,0,-3,-13,-7
SKN-1 block,4,24,-5,-8,1,-9,28,4,21
E coli Lon inh,-8,-1,-8,-5,2,-12,1,3,12
Rin1 Abl inh,4,-2,0,3,-3,0,2,0,-2

(list continues)
57. O=C(c1ccc(=O)[nH]c1)N(Cc1ccco1)C1(C(=O)NC2CCCC2)CCCCC1
58. CCOC(=O)N1CCC(NC(=O)c2oc3c(c2C)-c2[nH]ncc2CC3)CC1
59. O=S(=O)(NCCN1CCCC1)c1cccc2cccnc12
60. C=C(C)C1CC=C(C)/C(=N/NC(=O)COc2ccccc2C)C1 (centres undefined)
61. O=C(NCC1CCCO1)c1ccccc1NS(=O)(=O)c1ccc(Br)s1 (centres undefined)
62. CCN(CC)c1ccc(NC2CC(=O)N(CCc3ccc(OC)cc3)C2=O)cc1 (centres undefined)
63. CCC(=O)c1ccc(OCC(=O)O)cc1

assay / compound,57,58,59,60,61,62,63
MT1-MMP act inh,-3,1,-1,-3,3,-58,1
Neddyl block,i,i,i,i,i,i,i
MLLE-PAM2 inh,3,4,-14,6,19,-157,1
FAS-TE inh,-4,-11,-7,13,16,-6,-4
MsrA act,0,-2,-1,-1,-1,-3,-1
NRP1-CendR mod,5,5,9,5,-1,-71,-8
SKN-1 block,8,2,9,7,16,-12,-20
E coli Lon inh,8,-1,0,1,1,-7,-12
Rin1 Abl inh,-3,1,2,-2,-1,-3,2
